# Compound activity as filed in PubChem BioAssay.
# NPY-Y1 PAM-ag – human NPY-Y1 potentiation or agonism, primary screen; activation, % at 3.6 µM; P25929; hit rate 0.37% among 220,000; NPY-Y1 expressing cells, potentiator/agonist activation; in the data active = activation above about 33%, passing the limit was not always enough;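 also: cells stimulated with NPY at EC10 then isoproterenol at EC100; 0% = low agonist plus stimulus and 100% = saturating agonist plus stimulus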
# CHOP inh – inhibitors of CHOP induction in ER stress response; AID 2732; inhibition, % at 10 µM; hit rate 3.8% among 220,000; CHO-K1 CHOP-promoter luciferase, tunicamycin-induced, 15-18 h;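 active = compounds that reduced the stress-induced luciferase reporter signal by more than about 70% of percent inhibition, limit read from the data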;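 also: 0% = tunicamycin plus vehicle and 100% = wells without tunicamycin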
# 14-3-3 Bad inh – disrupts binding of bovine 14-3-3 zeta to phospho-Bad peptide. P63103. TR-FRET 14-3-3zeta/Dy647-pBad peptide displacement, 1 h. inhibition, % at 21.7 µM. hit rate 0.71% among 220,000;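 active = inhibition above about 70%, limit read from the data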;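 also: 0% = full 14-3-3 plus peptide FRET controls and 100% = background without 14-3-3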
# NPY Y1 blocker – blocks the human neuropeptide Y Y1 receptor | P25929 | HEK293-CNG Y1 cells, membrane potential fluorescence; NPY at EC95, then isoproterenol | inhibition, % at 3.6 µM | hit rate 1% among 200,000 | AID 1040;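 active = inhibition above the campaign mean inhibition of all tested compounds plus 3 SD, cut at about 20% in these data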;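 also: 0% = DMSO wells given NPY plus isoproterenol and 100% = isoproterenol alone without NPY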
#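 Material: Y1- and CNG-channel-expressing HEK293 cells / Probe or stimulus: NPY 25 nM then isoproterenol 1 µM plus Ro 20-1724 25 µM / Doses: 3.6 µM single dose, DMSO 0.4% / Schedule: compound incubation 1 h at room temperature, readout 45 min post-stimulation / Signal: membrane potential fluorescence / Benchmarks: isoproterenol-only wells as full block versus NPY-plus-isoproterenol wells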
# EP2 mod – EP2 receptor (human) modulation. P43116. EP2-expressing cells, cAMP HTRF FRET, PGE2 co-stimulation. induction, % at 25 µM. hit rate 0.83% among 260,000. AID 940;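 active = compounds whose cAMP rise, as percent of the full-agonist control response, exceeds 60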;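 also: rat C6 glioma line stably carrying human EP2 under a CMV promoter; the protocol text gives 20 µM as final concentration; 100% = response of wells given 1 µM PGE2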
# Target sequence (P43116 whole entry, looked up): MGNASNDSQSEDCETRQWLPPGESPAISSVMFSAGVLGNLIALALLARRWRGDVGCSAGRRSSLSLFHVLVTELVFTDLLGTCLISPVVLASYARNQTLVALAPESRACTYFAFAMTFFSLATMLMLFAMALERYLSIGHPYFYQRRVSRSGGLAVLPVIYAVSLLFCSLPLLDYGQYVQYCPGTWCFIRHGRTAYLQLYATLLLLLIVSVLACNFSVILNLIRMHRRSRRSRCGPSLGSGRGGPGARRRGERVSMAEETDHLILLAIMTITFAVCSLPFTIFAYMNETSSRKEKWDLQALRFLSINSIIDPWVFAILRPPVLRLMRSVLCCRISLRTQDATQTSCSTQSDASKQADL
# zfTRPN1 agonist – activates the zebrafish TRPN1 channel. HEK293 zebrafish TRPN1-YFP, Fluo-8 calcium fluorescence; 100% = response to 87 µM carbachol. activation, % at 3 µM. hit rate 0.18% among 220,000. AID 1424;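 active = activation above its plate's cutoff, the mean activation of test wells on that plate plus 3 SD, cut at about 19% in these data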;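 also: 0% = DMSO alone and 100% = 87 µM carbachol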
#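 Assay system: Zebrafish TRPN1-YFP in HEK293 cells | Incubation: Dye loading 1 h at 37 °C, then 30 min room temperature | Measured by: Kinetic Fluo-8 fluorescence, ex 470-495, em 515-575 nm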
# TRPML3 ag – agonists of human TRPML3 channel; Q8TDD5; HEK293 TRPML3-YFP, Fluo-8 calcium fluorescence; 100% = the carbachol control signal; activation, % at 3 µM; hit rate 0.29% among 220,000; AID 1448;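 active = activation above its plate's cutoff, the mean activation of the plate's test wells plus 3 SD, cut at about 12% in these data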;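 also: 0% = DMSO only wells and 100% = carbachol wells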
# Target sequence (Q8TDD5 whole entry, looked up): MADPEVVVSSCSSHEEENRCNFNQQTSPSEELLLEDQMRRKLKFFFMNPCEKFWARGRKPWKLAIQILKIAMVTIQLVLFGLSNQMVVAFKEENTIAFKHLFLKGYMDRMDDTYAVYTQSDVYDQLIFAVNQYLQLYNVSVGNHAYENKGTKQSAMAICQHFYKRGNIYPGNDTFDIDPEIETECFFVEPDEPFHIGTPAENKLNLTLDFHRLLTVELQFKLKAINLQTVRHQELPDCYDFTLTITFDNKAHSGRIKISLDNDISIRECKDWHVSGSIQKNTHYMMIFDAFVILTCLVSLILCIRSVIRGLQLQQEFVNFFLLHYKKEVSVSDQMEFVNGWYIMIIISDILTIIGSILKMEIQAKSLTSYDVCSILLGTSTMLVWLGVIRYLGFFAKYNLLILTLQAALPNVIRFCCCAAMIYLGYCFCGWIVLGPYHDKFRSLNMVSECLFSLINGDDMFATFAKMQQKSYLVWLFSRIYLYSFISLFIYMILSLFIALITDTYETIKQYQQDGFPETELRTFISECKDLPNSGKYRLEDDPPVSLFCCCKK
#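 system = HEK293 cells stably carrying human TRPML3-YFP | doses = one concentration, 3 µM nominal, 0.3% DMSO | timing = dye loading 1 h 37 °C then 30 min ambient, 125 s read | detection = Fluo-8 calcium dye fluorescence, ex 470-495, em 515-575 nm | benchmarks = high control carbachol 87 µM, low control DMSO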
# PPC-1+TRAIL kill – compounds killing PPC-1 cancer cells with TRAIL present (potentiator screen, no TRAIL-free arm) | PPC-1 cells + TRAIL, ATPLite viability luminescence | cell killing (% activity), % at 4 µM | hit rate 0.41% among 220,000 | AID 1443;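 active = cell killing above 50% in the first pass at 4 µM, then a duplicate retest at 5 µM averaging 50% or more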;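 also: plate controls were cells with TRAIL plus DMSO for no effect and medium-only wells lacking cells for full effect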
# EP2 antag – EP2 receptor (human) inhibition; P43116; C6 glioma cells expressing human EP2, cAMP TR-FRET; cells stimulated with saturating PGE2; inhibition, % at 25 µM; hit rate 0.52% among 260,000;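 active = percent inhibition above 40 after rounding to a whole number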;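 also: rat C6 glioma host cells with rolipram phosphodiesterase inhibitor present; the protocol text gives 20 µM as final concentration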
# Starred values were filed as active, the others as inactive; nt = no result given; & = joins results of further samples; [ ] = remark or other dose. Not all compounds are listed; rates above refer to the full screens.
SMILES,NPY-Y1 PAM-ag,CHOP inh,14-3-3 Bad inh,NPY Y1 blocker,EP2 mod,zfTRPN1 agonist,TRPML3 ag,PPC-1+TRAIL kill,EP2 antag
CCC(C)c1ccc(NC(=O)COc2c(F)c(F)c(C(F)(F)F)c(F)c2F)cc1 (configuration not stated),-2,65,-3[fluorescence artefact?],0,17,0.1,0.0,13,9
CCN(CC)CCOC(=O)/C=C/c1ccccc1OC,16,-17,4,21*,19,2.3,1.0,26,8
COc1ccc(C2/C=C\CN(S(=O)(=O)c3ccc(C)cc3)CC(=O)N2Cc2ccc(F)cc2)cc1 (configuration not stated),nt,31,-8,nt,21,nt,nt,11,10
c1ccc(CNc2ccc3c(c2)ncn3C2CCCCC2)nc1,-12,29,62,-9,23,-1.8,0.4,29,9
CSc1nc2ccc(NC(=O)C3=NNC(=O)CC3)cc2s1,-4,10,-8,0,-23,0.3,0.6,7,11
CCCn1c(SCC(=O)Nc2nonc2C)nnc1-c1ccoc1C,-10,-10,-7,3,-1,-0.5,0.1,6,9
CCCCOc1ccc(C(=O)NCc2ccco2)cc1,-7,-3,-7,-8,-11,-1.5,0.0,22,11
COc1ccc(OC)c(C2C(C(=O)c3sc(C)nc3C)=C(O)C(=O)N2CCN2CCOCC2)c1 (configuration not stated),14,-9,19,1,-7,0.6,0.2,-11,9
O=C(Cc1cccc2ccccc12)N/N=C1\CCCc2ccccc21,21,92*,-1,-3,0,-0.1,0.3,3,4
C=CCSc1nc(-c2ccc(OC)cc2)c(C#N)c(=O)n1CC=C,-40,-3,-1,19,43,-2.9,-0.5,6,9
Cc1ccc(C)c(N2CCN(C(=O)C3CCCN(S(=O)(=O)c4c(C)[nH]c(=O)[nH]c4=O)C3)CC2)c1 (configuration not stated),16,-16,-11,6,11,-0.9,0.6,-29,12
COc1ccc(NS(=O)(=O)c2cc(NC(=O)c3nc4nc(C)cc(C)n4n3)ccc2C)cc1,-1,-2,62,0,-33,0.1,0.5,27,10
N#CC1=C(N)N=C(SCc2ccccc2)C(C(N)=O)C12CCCCC2 (configuration not stated),7,8,-3,-1,-6,1.3,-0.6,15,7
COC(=O)CSc1nc2ccc(NC(=O)c3ccccc3C(=O)N3CCOCC3)cc2s1,109*,-12,3,-16,-12,-1.3,-0.2,11,15
Cc1ccccc1CN1N=C(/C=C/c2ccccc2)CCC1=O,-4,9,-11,9,-62,-1.3,-0.3,43,14
CCC(=O)NC(=S)Nc1ccccc1F,1,12,-17[fluorescence artefact?],-2,8,-0.6,0.3,9,8
COc1ncnc2c1NC1=C(S2)C(=NCCC(=O)O)CC(C)(C)C1,14,19,-8,3,21,0.8,0.2,0,5
COc1ccc(NC(=O)NCc2ccco2)cc1OC,-3,-9,-4,15,-1,-0.8,0.8,0,7
Cc1ccc(C2Nc3ccccc3NC3=C2C(=O)OC(C)C3)cc1 (configuration not stated),22,-3,6,5,-19,-2.0,0.7,17,7
CC1(C)C(c2ccccc2)=[N+]([O-])CN1O,9,12,-4,-3,-4,1.5,0.8,10,7
O=C1CNC(=O)/C1=C\N1CCN(C(c2ccccc2)c2ccccc2)CC1,0,12,-2,1,13,-1.7,0.3,0,12
Cc1ccc(C(CCNC(C)c2cccs2)c2ccco2)cc1 (configuration not stated),-3,0,-3,nt,-20,-1.9,0.2,-3,3
COc1ccc(/C=N/Nc2nncc3ccccc23)c(OC)c1,5,7,2,1,-30,-0.4,0.3,14,8
C#CCNc1cc(C)nc2ncnn12,-3,-15,-13,4,22,0.4,0.7,19,nt
COc1ccc(NC(=O)Nc2cccnc2)cc1,25,-13,21,1,-14,-0.6,-0.3,23,6
Cc1ccc(S(=O)(=O)NNC(=O)C(=O)NNc2ccccn2)cc1,-12,30,14,0,5,1.3,1.4,7,18
Cc1cccc(C(=O)NC(=S)Nc2ccc(Cc3ccncc3)cc2)c1,-33,14,50,6,-54,4.6,2.9,1,10
O=C(CN1CCOCC1)Nc1nc2cc([N+](=O)[O-])ccc2s1,-22,21,-10[fluorescence artefact?],3,9,3.1,1.9,-2,8
COC(=O)/C=C1/S/C(=N/NC(=O)c2ccc(Cl)cc2Cl)NC1=O,-23,-11,-1,nt,3,1.9,0.8,-8,11
O=C(CCN1C(=O)c2cccc3cccc(c23)C1=O)NC1CCS(=O)(=O)C1 (configuration not stated),3,-19,0,nt,-16,1.4,0.4,-6,5
Cc1nc2cc(Nc3ccncc3)ccc2s1,9,-6,-6,3,-24,1.7,0.6,0,13
O=C(Cn1cc2c(n1)CCCC2)NCCCN1CCN(Cc2ccccc2)CC1,5,34,-4,1,3,0.9,-0.1,3,6
Cc1ccc(N2C(=O)C(NC(=O)c3ccccc3)(C(F)(F)F)C3=C2CC(C)(C)CC3=O)cc1 (configuration not stated),-6,14,-12[fluorescence artefact?],-4,33,-0.6,1.3,25,8
CCN(CC)CC(=O)Nc1cccc(S(=O)(=O)N2CCCC2)c1,7,-11,3,nt,3,-1.2,0.5,-14,5
COc1ccc(CCNC(=O)c2c(C)cc(=O)oc2C)cc1OC,10,7,3,-2,23,0.6,0.0,2,5
Cc1ccc(-n2cnc3ncnc(-c4ccccc4)c32)cc1,-6,-4,0,0,-15,1.4,1.1,8,6
Cc1cccc(NC(=S)NCC(c2cccnc2)N2CCOCC2)c1C (configuration not stated),20,-7,-1,5,12,-0.8,-0.3,15,5
CC(=O)COc1ccc2c(C)c(C)c(=O)oc2c1,27,-9,-6,2,18,-0.7,-0.5,13,13
CS(=O)(=O)n1nc(NCc2cccs2)nc1NCc1cccs1,5,13,-9,7,-20,0.1,2.8,-6,10
COC(=O)C1=CN(CCOC23CC4CC(CC(C4)C2)C3)C=C(C(=O)OC)C1c1ccsc1,-23,38,-7,31*,52,-0.7,0.8,4,7
CCOC(=O)CCc1n[nH]c(=O)[nH]c1=O,9,-4,-2,-6,-14,0.8,0.5,1,11
CCOc1ccccc1NS(=O)(=O)c1ccc(Br)s1,-47,9,1,-3,13,-1.7,0.6,4,11
O=C(OCC(=O)N1CCN(C(=O)c2ccco2)CC1)c1cccc(S(=O)(=O)N2CCc3ccccc32)c1,-4,8,3,-1,-40,2.1,3.3,8,5
Cc1ccc(C2=NOC3(CC(=O)N(c4ccccc4)C3=O)C2)cc1 (configuration not stated),-12,-9,0,nt,24,-0.4,1.5,-22,7
O=C(COC(=O)CN1C(=O)C(=O)c2ccccc21)OCN1C(=O)c2ccccc2C1=O,-1,-11,14,-4,-30,-0.2,1.1,23,3
O=C(NC1CCCCC1)c1ccc(-n2cnnn2)cc1,1,-13,5,nt,14,1.7,0.3,-17,10
COCCOc1cc(NC(=O)CS(=O)(=O)CC(=O)N(C)C)c(Cl)cc1Cl,14,7,-12,1,22,0.7,0.3,11,3
Cc1ccc(OCCN2CCN(c3ncnc4sc(C)c(C)c34)CC2)cc1,-68,72*,3,9,-11,3.9,2.5,0,7

# A different layout for 10 compounds above.
# The line under a structure holds: NPY-Y1 PAM-ag	CHOP inh	14-3-3 Bad inh	NPY Y1 blocker	EP2 mod	zfTRPN1 agonist	TRPML3 ag	PPC-1+TRAIL kill	EP2 antag
Cc1ccc(-n2cnc3ncnc(-c4ccccc4)c32)cc1
 : -6	-4	0	0	-15	1.4	1.1	8	6
Cc1cccc(NC(=S)NCC(c2cccnc2)N2CCOCC2)c1C (configuration not stated)
 : 20	-7	-1	5	12	-0.8	-0.3	15	5
CC(=O)COc1ccc2c(C)c(C)c(=O)oc2c1
 : 27	-9	-6	2	18	-0.7	-0.5	13	13
CS(=O)(=O)n1nc(NCc2cccs2)nc1NCc1cccs1
 : 5	13	-9	7	-20	0.1	2.8	-6	10
COC(=O)C1=CN(CCOC23CC4CC(CC(C4)C2)C3)C=C(C(=O)OC)C1c1ccsc1
 : -23	38	-7	31*	52	-0.7	0.8	4	7
CCOC(=O)CCc1n[nH]c(=O)[nH]c1=O
 : 9	-4	-2	-6	-14	0.8	0.5	1	11
CCOc1ccccc1NS(=O)(=O)c1ccc(Br)s1
 : -47	9	1	-3	13	-1.7	0.6	4	11
O=C(OCC(=O)N1CCN(C(=O)c2ccco2)CC1)c1cccc(S(=O)(=O)N2CCc3ccccc32)c1
 : -4	8	3	-1	-40	2.1	3.3	8	5
Cc1ccc(C2=NOC3(CC(=O)N(c4ccccc4)C3=O)C2)cc1 (configuration not stated)
 : -12	-9	0	nt	24	-0.4	1.5	-22	7
O=C(COC(=O)CN1C(=O)C(=O)c2ccccc21)OCN1C(=O)c2ccccc2C1=O
 : -1	-11	14	-4	-30	-0.2	1.1	23	3

# More structures follow.
SMILES,NPY-Y1 PAM-ag,CHOP inh,14-3-3 Bad inh,NPY Y1 blocker,EP2 mod,zfTRPN1 agonist,TRPML3 ag,PPC-1+TRAIL kill,EP2 antag
Cc1ccc(C)c(NC(=S)NCCc2ccc(F)cc2)c1,1,6,-10,3,-4,-2.7,-0.6,-10,10
CCCCCC(=O)Nc1cccc(C2=NOC3(C2)C[C@H](C(N)=O)N(C(=O)COc2ccc(Cl)cc2)C3)c1 (some centres not stated),nt,-3,-6,nt,-11,nt,nt,24,13
Cc1nn(CC(=O)NNC(=O)c2ccccc2F)c([N+](=O)[O-])c1Br,-5,16,-3,nt,-8,1.1,0.7,-20,2
C=CCNC(=O)C1CC2Cn3c(nc4cc5ccccc5cc43)C2N1C (configuration not stated),nt,-13,-12,nt,-2,nt,nt,27,6
O=C(Nn1cnc2ccccc2c1=O)c1ccc([N+](=O)[O-])cc1Cl,0,8,-4,-1,16,2.0,0.3,8,9
O=C(NCCCn1ccnc1)c1ccccc1NS(=O)(=O)c1ccc(F)c(F)c1,-24,1,-9[fluorescence artefact?],1,10,-0.7,0.5,-8,2
O=C(COC(=O)C12CC3CC(CC(O)(C3)C1)C2)NCCc1ccc(Cl)cc1,19,-3,-15,2,11,0.9,0.6,0,16
CCOC(=O)c1nc(C)n(-c2cc(OC)c(Cl)cc2Cl)n1,15,-3,-4,0,-7,1.3,0.0,6,5
COc1ccc(-c2csc3nc(-c4ccccc4F)oc(=O)c23)cc1OC,-14,-38,18,8,38&34,-0.9,-1.0,8,17&14
CCOC(=O)c1c(C)[nH]c(C(=O)OCC(=O)Nc2cc(C)ccc2OC)c1C,12,14,27,2,35,0.6,0.9,16,nt
Cc1nc(NCc2ccco2)[nH]c(=O)c1CCC(C)C,-13,39,-15,0,14,-0.1,0.9,12,5
